SENP8 block: SENP8 protease inhibition | Q96LD8 | purified SENP8, Z-RLRGG-aminoluciferin cleavage, luminescence | inhibition, % at 10 µM | 330,000 compounds, 1.2% hits
Target sequence (Q96LD8 whole entry, looked up): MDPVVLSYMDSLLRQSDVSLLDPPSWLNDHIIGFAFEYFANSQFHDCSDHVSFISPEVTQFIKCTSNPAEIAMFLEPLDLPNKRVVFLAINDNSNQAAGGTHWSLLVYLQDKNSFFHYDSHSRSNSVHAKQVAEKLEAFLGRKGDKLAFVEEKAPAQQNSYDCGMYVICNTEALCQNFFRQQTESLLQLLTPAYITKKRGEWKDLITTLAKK
Jurkat NFkB inh: inhibitors of the PMA/ionomycin-induced NF-kB reporter in Jurkat cells | PMA/ionomycin-induced NF-kB luciferase reporter, luminescence | inhibition, % at 4 µM | 330,000 compounds, 0.53% hits
EBI2 antag: blocks human EBI2 receptor beta-arrestin signaling; P32249; EBI2 beta-arrestin recruitment, luminescence, 7a,25-OHC stimulated; inhibition, % at 5 µM; 360,000 compounds, 0.81% hits; AID 651636; in the data active means inhibition above about 38%;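 further: enzyme fragment complementation signal reports receptor beta-arrestin coupling in cells; 0% = agonist plus DMSO wells and 100% = wells without agonist; some results beyond the cut were filed as inactive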
Target sequence (P32249 whole entry, looked up, the tested form may be a part): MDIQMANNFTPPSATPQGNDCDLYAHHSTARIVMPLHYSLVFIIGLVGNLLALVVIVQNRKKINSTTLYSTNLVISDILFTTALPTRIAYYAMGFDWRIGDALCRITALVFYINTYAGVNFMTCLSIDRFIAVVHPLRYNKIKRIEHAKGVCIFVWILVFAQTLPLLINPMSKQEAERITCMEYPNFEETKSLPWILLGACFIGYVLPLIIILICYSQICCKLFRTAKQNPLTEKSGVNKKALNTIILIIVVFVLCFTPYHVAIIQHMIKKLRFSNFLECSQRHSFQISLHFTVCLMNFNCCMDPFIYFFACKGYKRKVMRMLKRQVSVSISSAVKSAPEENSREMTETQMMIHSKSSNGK
697 NFkB inh: inhibitors of the PMA/ionomycin-induced NF-kB reporter in 697 B cells; inhibition, % at 4 µM; 330,000 compounds, 0.33% hits; 697 B-cell NF-kB luciferase reporter, 16 h; in the data active means inhibition above about 35%
CCR6 antag: blocks CCL20-driven beta-arrestin recruitment at human CCR6 | P51684 | inhibition, % at 20 µM | CHO-K1 CCR6 PathHunter beta-arrestin, luminescence, CCL20-stimulated | 340,000 compounds, 0.49% hits;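 active means compounds whose inhibition of the agonist-driven luminescence signal at 20 µM reaches about 50%, limit read from the data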;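 further: cells stimulated with CCL20 at 14 nM final; plate controls were DMSO with CCL20 for no effect and DMSO without agonist for full effect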
Apaf-1 inh: blocks human Apaf-1 apoptosome activity; O14727; reconstituted apoptosome caspase-3 activity, DEVD-Rh110 fluorescence; inhibition, % at 20 µM; 330,000 compounds, 0.71% hits; active means inhibition of at least 40% at 20 µM;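 further: plate controls were DMSO wells for no effect and DEVD-CHO caspase inhibitor wells for full effect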
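System: Apoptosome proteins | Medium: Hepes pH 7.5 with detergent and BSA | Also added: Cytochrome c trigger plus (Z-DEVD)2-Rh110 caspase-3 substrate | Incubation: 30 min compound preincubation, 50 min activation, room temperature | Detection: Rhodamine 110 fluorescence at Ex 480/Em 540 nm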
Gli-Sufu antag: antagonists of Gli-Sufu signaling | Sufu-KO-LIGHT fibroblasts, Gli luciferase reporter luminescence | inhibition, % at 5 µM | 340,000 compounds, 0.74% hits;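 active means inhibition above about 55%, limit read from the data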;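 further: 0% = DMSO-treated cells and 100% = wells with medium but no cells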
UBC13 polyUb: human UBC13 polyubiquitination inhibition; UBC13 polyubiquitin chain formation, TR-FRET; inhibition, % at 20 µM; 330,000 compounds, 0.47% hits; in the data active means inhibition above about 45%, passing the limit was not always enough
Target sequence (P61088 whole entry, looked up): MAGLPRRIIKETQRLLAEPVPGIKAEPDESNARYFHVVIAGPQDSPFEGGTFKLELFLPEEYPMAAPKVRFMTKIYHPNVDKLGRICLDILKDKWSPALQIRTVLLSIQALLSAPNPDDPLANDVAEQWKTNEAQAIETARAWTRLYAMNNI
* = called active by the depositor; / = not tested or not shown. Unless noted, no stated cut-off is given here; in the data, active means inhibition above about 50%; inactive means the rest.

SMILES	SENP8 block	Jurkat NFkB inh	EBI2 antag	697 NFkB inh	CCR6 antag	Apaf-1 inh	Gli-Sufu antag	UBC13 polyUb
CCC(NC(=O)Cc1c(C)c2ccc(OC)c(C)c2oc1=O)C(=O)NC(Cc1ccc(Cl)cc1)C(=O)O (stereo not given)	-2	-3	7	2	-8	17	-1	3
CC(C)(C)C(=O)CN1C(=O)NC2(CCOc3ccccc32)C1=O (stereo not given)	-7	-4	-13	0	-3	-11	1	7
CCC(C)NC(=O)c1cn(CC)c2ccc(S(=O)(=O)N(C)C)cc2c1=O (stereo not given)	5	1	-4	17	7	-8	2	-10
O=C(Nc1ccc(NC(=O)c2cccs2)cc1)c1ccc2c(c1)OCO2	-4	1	-7	33	-1	-17	0	2
Cc1nn(CC(=O)O)c(C)c1N	1	11	2	5	0	-8	5	-2
COc1ccc(S(=O)(=O)N2CCOC23CCN(S(=O)(=O)c2ccc(F)cc2C)CC3)cc1	-5	-14	-1	-12	-12	7	-2	-2
Cc1cc(C(F)(F)F)n(-c2nc(C(=O)O)cs2)n1	2	-7	3	17	12	-14	-5	-1
Cc1ccc2nc(C3CCN(CC(=O)N4CCCCCC4)CC3)[nH]c2c1	-12	-19	-4	4	11	-10	2	-6
CCc1ccc(/C=C2\SC(=S)N(CCCC(=O)Nc3ccc(C(=O)O)cc3)C2=O)cc1	94*	-11	-3	73*	21	27	44	-31
COCCNS(=O)(=O)c1ccccc1	-4	13	7	7	2	-3	6	3
COc1ccc(CNC(=O)CCN2C(=O)[C@@H]3Cc4ccccc4CN3C2=O)cc1	-9	-11	-10	-9	10	-4	-9	-2
COC(=O)CNC(=O)C(C)(C)Oc1ccc(Cl)cc1	7	-3	-3	-18	2	0	-1	-3
CC(C)C[C@H](NC(=O)c1nc[nH]c1C(=O)N(C)Cc1ccccc1)C(=O)OCc1ccccc1	-8	-6	4	6	-4	19	3	-3
CCOC(=O)[C@@H]1[C@H]2COc3ccc(Br)cc3[C@@H]2N2C(=O)N(c3ccc(Cl)cc3)C(=O)[C@]12C	2	17	19	15	1	11	4	-7
CCOc1ncccc1C(=O)Oc1ccc2c(c1)OCO2	-3	8	2	-10	12	-13	7	0
COC(=O)c1sccc1NC(=O)CSc1ccccc1NS(=O)(=O)c1cc(Cl)ccc1Cl	-2	-32	3	-41	1	16	10	-22
Cc1ccc(S(=O)(=O)N2CCN(Cc3ccccc3C(F)(F)F)CC2)cc1	-10	-5	0	-10	9	16	2	1
COC(=O)C(c1ccccc1)C1(O)CC(C)N(C)CC1C (stereo not given)	-3	-5	-3	12	8	-2	-3	-5
COCCNC(=O)Nc1ccc2nc(-c3ccco3)c(-c3ccco3)nc2c1	7	8	-3	-9	3	65*	2	-8
O=C1NC(Cc2c[nH]c3ccccc23)C(=O)N1c1ccc(F)cc1 (stereo not given)	-10	-19	3	2	18	13	50	-8
CC(Oc1cccc2c1OC(C)(C)C2)C(=O)O (stereo not given)	3	-1	-10	-9	16	-11	96*	-3
O=C(Cc1ccc(S(=O)(=O)N2CCOCC2)s1)Nc1ccccc1N1CCOCC1	3	-1	-15	6	-3	-3	10	-6
CC(OC(=O)C1=NN(c2ccccc2)C(=O)CC1)C(=O)NC1CCCCC1C (stereo not given)	-5	-2	-4	28	-5	1	-7	6
COc1ccc(N2CCN(C(=O)c3c(C)nn(-c4ccccc4)c3C)CC2)cc1	8	-4	-6	24	1	-5	3	-4
CC(=O)c1cccc(N/C=C\c2nnnn2-c2ccc(F)cc2)c1	7	-19	15	23	14	4	-22	6
Nc1nonc1-c1noc(-c2ccccc2Br)n1	12	-14	0	4	9	-15	-13	15
COc1ccc(CNc2nc(-c3cccnc3)nn2C(=O)CC(C)C)cc1	-1	5	20	6	21	17	-7	12
Cc1cc(C(=O)C(=O)O)c(C)n1-c1ccc(Cl)c(Cl)c1	5	-2	1	1	-4	4	3	-8
COc1ccc(/C=N/NC(=O)c2nnn(-c3nonc3N)c2-c2cccs2)c(OC)c1	3	9	-15	7	4	5	-10	5
COc1ccc(CNC(=O)CNC(=O)c2c(C)nn(C)c2Cl)cc1	-2	-2	-2	13	-6	-1	-9	12

Copied from the list:
CCR6 antag result of `Cc1ccc(S(=O)(=O)N2CCN(Cc3ccccc3C(F)(F)F)CC2)cc1` → 9
CCR6 antag result of `COC(=O)CNC(=O)C(C)(C)Oc1ccc(Cl)cc1` → 2
Gli-Sufu antag result of `CC(C)(C)C(=O)CN1C(=O)NC2(CCOc3ccccc32)C1=O` (stereo not given) → 1
CCR6 antag result of `COc1ccc(S(=O)(=O)N2CCOC23CCN(S(=O)(=O)c2ccc(F)cc2C)CC3)cc1` → -12

Arranged by value in CCR6 antag (high to low): some entries from above.
molecule | CCR6 antag
O=C1NC(Cc2c[nH]c3ccccc23)C(=O)N1c1ccc(F)cc1 (stereo not given) | 18
CC(=O)c1cccc(N/C=C\c2nnnn2-c2ccc(F)cc2)c1 | 14
COCCNC(=O)Nc1ccc2nc(-c3ccco3)c(-c3ccco3)nc2c1 | 3
COc1ccc(N2CCN(C(=O)c3c(C)nn(-c4ccccc4)c3C)CC2)cc1 | 1
O=C(Cc1ccc(S(=O)(=O)N2CCOCC2)s1)Nc1ccccc1N1CCOCC1 | -3
CC(OC(=O)C1=NN(c2ccccc2)C(=O)CC1)C(=O)NC1CCCCC1C (stereo not given) | -5

3 compounds out of the list, ordered by length of the SMILES, high to low.
SMILES	SENP8 block	Jurkat NFkB inh	EBI2 antag	697 NFkB inh	CCR6 antag	Apaf-1 inh	Gli-Sufu antag	UBC13 polyUb
COC(=O)c1sccc1NC(=O)CSc1ccccc1NS(=O)(=O)c1cc(Cl)ccc1Cl	-2	-32	3	-41	1	16	10	-22
COCCNC(=O)Nc1ccc2nc(-c3ccco3)c(-c3ccco3)nc2c1	7	8	-3	-9	3	65*	2	-8
Cc1cc(C(=O)C(=O)O)c(C)n1-c1ccc(Cl)c(Cl)c1	5	-2	1	1	-4	4	3	-8

The list continues:
SMILES	SENP8 block	Jurkat NFkB inh	EBI2 antag	697 NFkB inh	CCR6 antag	Apaf-1 inh	Gli-Sufu antag	UBC13 polyUb
O=C(CNC(=O)c1ccc(Cl)cc1Cl)Nc1ccc(F)cc1	5	-1	-18	18	9	-14	-4	-2
CCc1noc(C)c1C(=O)Nc1ccc(S(=O)(=O)N2CCC(C)CC2)cc1	-1	19	5	3	5	14	12	1
O=C(COc1ncnc2sccc12)Nc1ccc2c(c1)OCCO2	-4	-14	-4	-18	-9	2	-3	6
C=CCn1c(C)cc(-c2csc(N)n2)c1C	1	-1	-3	18	7	-9	-6	5
CCOc1ccc(S(=O)(=O)N(C)CC(=O)NCc2ccco2)cc1	5	-2	-8	20	6	2	-1	-1
Cc1ccc(C(=O)NCc2occc2C(=O)O)o1	6	-12	-6	19	0	7	-4	0
Cc1cc(C)nc(N/N=C/c2c[nH]c3ccccc23)n1	7	27	1	5	2	0	12	-3
O=C(NCc1ccco1)c1ccc2c(=O)n(CCC3=CCCCC3)c(=O)[nH]c2c1	-5	-4	-3	-14	17	12	5	-4
Cc1ccc(-c2cc(C(=O)NCC3CCCO3)c3ccccc3n2)cc1C (stereo not given)	-1	1	-4	-8	0	-13	1	33
CCc1ccc(C(=O)NNC(=O)c2c(CC)noc2C)cc1	-1	11	0	-10	13	8	7	-7
COc1ccccc1C(=O)N/C(=C/c1ccco1)C(=O)Nc1cccc(C(=O)O)c1	11	14	-4	3	10	2	-22	-1
COc1ccc(Cl)cc1N(C(=O)Nc1cccc(Cl)c1)C1=NCC(C)S1 (stereo not given)	-7	-4	-6	3	11	-3	-1	-8
COc1cccc(Cn2cccc(NC(=O)Nc3ccccc3C)c2=O)c1	-5	16	6	23	12	-3	-7	12
COc1cccc(C(=O)N2CCN(S(=O)(=O)Cc3ccccc3)CC2)c1OC	1	-3	6	-2	16	2	-12	-6
COc1ccc(C(C[N+](=O)[O-])c2c(C)cc3ccccn23)cc1 (stereo not given)	37	2	4	0	11	12	13	-16
COc1c(C)cc(C(=O)C2CCCN(C(=O)Cn3nc(C)nc3C)C2)cc1C (stereo not given)	6	12	6	-15	-13	1	0	-1
COc1ccccc1NC(=S)N(CCc1ccc(OC)c(OC)c1)Cc1ccccn1	-3	-6	1	10	13	7	8	-6
Cc1ccccc1-c1nc(CS(=O)(=O)CC(=O)NCCCN2CCCC2=O)c(C)o1	-2	0	2	16	0	0	5	3
CC(C(=O)N1CCCC1)N1CCN(S(=O)(=O)c2ccc(OC(F)(F)F)cc2)CC1 (stereo not given)	0	5	-1	3	7	2	0	-7
O=C(CCC(=O)Nc1ccccc1)N/N=C/C=C/c1ccccc1	-3	0	-11	-2	-1	3	-8	-5
COc1ccc(-c2noc(C3CCCN(C(=O)c4cccc(C)c4)C3)n2)cc1 (stereo not given)	-7	-6	8	-12	12	23	17	-2
Cc1cn([C@H]2C[C@H](O)[C@@H](COS(=O)(=O)O)O2)c(=O)[nH]c1=O	3	-3	-9	4	18	1	5	2
O=C(CC12CC3CC(CC(C3)C1)C2)Nc1ccccc1N1CCOCC1	4	3	-3	-2	14	12	-1	1
COc1cccc(NC(=O)CCN2C(=O)c3cccc([N+](=O)[O-])c3C2=O)c1	-4	-19	-22	18	4	-2	32	6
O=C1NC(=S)N/C1=C/c1cccnc1	2	-9	-10	-20	-2	-9	-1	-15
CCc1ccccc1NC(=O)Nc1cccs1	-12	-2	-5	-14	11	-4	-6	-9
CC1(C)C2CCC1(C)C(OC(=O)CC(=O)O)C2 (stereo not given)	-6	-9	/	-21	10	12	0	-6
Cc1[nH]n(-c2ccccc2)c(=O)c1N=Nc1ccc(C(N)=O)cc1	0	-11	5	4	28	8	33	-32
CCOC(=O)c1c(N)sc2c(NC(C)=O)cccc12	1	-1	-1	-15	16	13	-3	-5
O=C1NC2(CCCCO2)CO1 (stereo not given)	-8	10	-6	14	11	-1	0	-5
Cc1oc(/N=C/c2ccc(F)cc2)c(C#N)c1C	6	-15	-1	-7	10	-7	-2	-5
Cc1ccc(S(=O)(=O)CCC(=O)OCC(=O)c2cc(C)n(C)c2C)cc1	-1	-5	-18	-1	18	-5	-1	11
C=CCN(CC=C)Cc1nc(N)nc(Nc2ccccc2C)n1	3	-2	-10	-45	11	4	11	-3
CN(C)C(=S)Nc1cccc(C(F)(F)F)c1	-1	-7	7	4	-13	2	5	0
CCOCCCNc1nc2c(c(=O)n(C)c(=O)n2C)n1CCCc1ccccc1	-3	-11	-12	-9	-4	7	1	5
Cc1c(C(=O)N2CCCC2)oc2c1-c1[nH]ncc1CC2	3	-1	-3	3	-8	6	-3	-13
Cc1cc(F)ccc1S(=O)(=O)N1CCCOC1CNC(=O)C(=O)NCCCN1CCOCC1 (stereo not given)	-8	4	-9	15	14	-1	-7	7
COC(=O)c1cc2sccc2n1CC(=O)Nc1cc(OC)cc(OC)c1	-9	-7	21	-7	3	-11	1	-5
CNC(=O)COc1ccccc1C(=O)Nc1ccc2c(c1)oc1ccccc12	-3	-14	14	31	-8	-1	33	15
O=C(CC1(CC(=O)N2CCOCC2)CCCC1)Nc1ccc(F)cc1	-11	-13	-3	2	9	10	2	-6
CC(=O)c1cccc(NC(=O)C(NC(C)C)c2ccccc2)c1 (stereo not given)	3	3	6	4	10	-6	9	9
O=C(CC(Sc1ccc(Br)cc1)C(=O)O)c1ccc(F)cc1 (stereo not given)	-9	0	17	-18	-2	10	7	-10
COc1ccccc1NS(=O)(=O)c1ccc2c(c1)CCN2C(=O)CCC(=O)O	-2	-5	-6	0	-2	6	55	-4
CN(C)CC1CCCCC1OC(=O)c1ccc(Cl)cc1Cl (stereo not given)	-4	-1	-2	3	-17	-1	8	18
CCN(CC)c1ccc(C=Nc2cc(C)cc(C)c2)c(O)c1	-5	-15	9	13	-19	21	-1	4
CCOC(=O)C1CCN(S(=O)(=O)c2cccc(-c3cn4cc(C)ccc4n3)c2)CC1	4	20	-5	-12	4	8	-3	3
COc1ccc(COC(=O)c2cccc(S(=O)(=O)N3CCN(C(C)=O)CC3)c2)cc1	2	10	-4	-9	23	10	2	-4
CCN1c2ccccc2-c2nc3ccccc3n2C1c1cccs1 (stereo not given)	-6	7	31	3	20	14	6	7
COc1ccc(/C=C(\C#N)C(=O)Nc2ccccn2)cc1	2	0	5	-1	1	0	7	-1
CCOC(=O)c1cccc(NC(=O)CSc2nc3cccnc3n2C)c1	6	12	5	-22	-4	14	3	8

Some of the compounds tested. The share of hits here may be higher or lower than overall.
